Bioassay records: PubChem, Sanford-Burnham Center for Chemical Genomics
SENP8 block-1 – SENP8 protease inhibition; purified SENP8, Z-RLRGG-aminoluciferin cleavage, luminescence; inhibition, % at 10 µM; 330,000 compounds, 1.2% hits; AID 2540; in the data active = inhibition above about 50%
Target sequence (Q96LD8 whole entry, looked up): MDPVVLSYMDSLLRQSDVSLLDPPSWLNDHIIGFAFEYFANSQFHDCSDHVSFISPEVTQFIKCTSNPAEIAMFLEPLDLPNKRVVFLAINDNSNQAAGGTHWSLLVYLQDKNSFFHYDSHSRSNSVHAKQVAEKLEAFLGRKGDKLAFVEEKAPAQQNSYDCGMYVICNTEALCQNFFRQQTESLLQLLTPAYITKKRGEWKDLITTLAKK
SENP7 inh – SENP7 protease inhibition. recombinant SENP7, Z-RLRGG-aminoluciferin luminescence, 40 min. AID 434973. 330,000 compounds, 1.5% hits. inhibition, % at 5 µM;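 active = inhibition above about 50% at the single test dose, limit read from the data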;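 also: plate controls were DMSO with enzyme for no effect and no enzyme buffer wells for full effect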
Target sequence (Q9BQF6 706-1050 limits assumed): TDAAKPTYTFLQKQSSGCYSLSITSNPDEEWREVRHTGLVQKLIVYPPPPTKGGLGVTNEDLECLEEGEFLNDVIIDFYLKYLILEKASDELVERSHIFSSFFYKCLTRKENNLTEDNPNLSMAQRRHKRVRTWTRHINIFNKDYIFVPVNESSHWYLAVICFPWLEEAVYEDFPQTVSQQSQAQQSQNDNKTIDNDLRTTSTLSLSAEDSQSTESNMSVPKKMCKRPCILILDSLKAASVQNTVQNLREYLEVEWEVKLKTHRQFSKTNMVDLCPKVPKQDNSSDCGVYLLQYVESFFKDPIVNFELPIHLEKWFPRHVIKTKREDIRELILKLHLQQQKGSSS
SENP6 block – blocks the human protease SENP6; Recombinant SENP6 catalytic domain, aminoluciferin luminescence; inhibition, % at 10 µM; 330,000 compounds, 1.8% hits; AID 2599;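 active = inhibition above about 50% at the single tested dose, limit read from the data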;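 also: plate controls were DMSO wells with enzyme for no effect and DMSO wells lacking enzyme for full effect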
Target sequence (Q9GZR1 628-1112 limits assumed): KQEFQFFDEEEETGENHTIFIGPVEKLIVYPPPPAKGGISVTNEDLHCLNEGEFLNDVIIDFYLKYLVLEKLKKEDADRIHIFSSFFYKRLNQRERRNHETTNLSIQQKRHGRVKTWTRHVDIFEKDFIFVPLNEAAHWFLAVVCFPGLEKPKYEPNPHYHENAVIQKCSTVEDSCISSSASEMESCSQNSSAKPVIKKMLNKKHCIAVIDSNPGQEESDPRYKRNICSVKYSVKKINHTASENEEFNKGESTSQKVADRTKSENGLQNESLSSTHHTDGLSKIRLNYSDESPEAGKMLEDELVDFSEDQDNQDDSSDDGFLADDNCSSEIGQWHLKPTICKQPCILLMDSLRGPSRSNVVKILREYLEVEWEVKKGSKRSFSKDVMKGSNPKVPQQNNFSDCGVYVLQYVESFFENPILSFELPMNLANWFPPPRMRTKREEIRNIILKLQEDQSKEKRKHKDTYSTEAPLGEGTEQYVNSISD
PfG6PD inh – PfG6PD (Plasmodium falciparum) enzyme inhibition | 350,000 compounds, 0.78% hits | inhibition, % at 20 µM | PfGluPho enzyme, NADPH resazurin-diaphorase fluorescence;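 active = inhibition reaching at least a set limit at 20 µM in the primary screen, cut at about 59% in these data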;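 also: 0% = DMSO wells with substrate and 100% = DMSO wells lacking glucose-6-phosphate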
SENP1 FRET inh – inhibitors of human SENP1 SUMO protease catalytic domain | recombinant SENP1 catalytic domain, CyPet-SUMO1-YPet FRET cleavage | inhibition, % at 10 µM | 360,000 compounds, 0.21% hits | AID 624204;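 active = inhibition at least 30% at 10 µM, raw YFP signal under a set limit, fluorescence ratio 0.5 to 1.5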;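 also: 0% = enzyme with DMSO and 100% = no enzyme wells; some results filed as inactive read as strong as hits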
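Test system: human SENP1 catalytic domain; medium: Tris pH 8 buffer plus EDTA, NaCl, BME, BSA, NP40, catalase; incubation: 50 min reaction at room temperature; technique: FRET, CFP and YFP emission; controls: no-enzyme low control and enzyme-plus-DMSO high control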
SENP8 block-2 – blocks human SENP8 cleavage of Nedd8 substrate | Q96LD8 | recombinant SENP8, Nedd8 substrate fluorescence | inhibition, % at 20 µM | 360,000 compounds, 0.64% hits | AID 602440; in the data active = inhibition mostly above about 40%, no sharp cut-off; inactive = mostly below about 27%
UBC13 inh – blocks human UBC13 polyubiquitin chain formation | TR-FRET | inhibition, % at 20 µM | AID 485273 | 330,000 compounds, 0.47% hits | P61088; in the data active = inhibition above about 45%, passing the limit was not always enough
HKDC1 inh – blocks human hexokinase HKDC1 activity; Q2TB90; recombinant HKDC1, G6PDH/diaphorase resazurin coupled fluorescence; inhibition, % at 20 µM; 340,000 compounds, 0.16% hits; AID 493160;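 active = inhibition above about 35% when tested at 20 µM, limit read from the data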;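 also: plate controls were DMSO wells with enzyme for no effect and DMSO wells lacking enzyme for full effect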
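Assay system: recombinant HKDC1 hexokinase; detection: coupled resazurin fluorescence, excitation 525 nm, emission 613 nm; benchmarks: DMSO-plus-enzyme-mix negative control, buffer-substituted positive control; compound dosing: single 20 µM dose; schedule: 90 min at room temperature in dark; also added: glucose plus 1 mM ATP as hexokinase substrates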
beta cell repl – MIN6 beta-cell proliferation induction; MIN6 cells proliferation, ATPlite luminescence, 48 h; cells starved in 0.2% serum; 100% = growth in 10% serum; proliferation, % at 10 µM; 330,000 compounds, 0.29% hits; AID 2380;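 active = compounds whose signal lies at least 3.5 SD above the mean of all wells on their plate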;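 also: 0% = DMSO-treated cells in low-serum medium and 100% = 10% serum control; some compounds called inactive have numbers as strong as hits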
* marks the source's active call; other numbers are inactive results; / = not tested or not shown.

SMILES	SENP8 block-1	SENP7 inh	SENP6 block	PfG6PD inh	SENP1 FRET inh	SENP8 block-2	UBC13 inh	HKDC1 inh	beta cell repl
Cc1ccc(C)c2[nH]c(=O)c(CCNC(=O)c3ccc(Br)o3)cc12	-4	7	-7	17	2	-49	5	10	-3
O=C(OCc1nnc(-c2ccccc2)o1)C1CCN(C(=O)c2ccc(Cl)cc2)CC1	-2	-3	-3	-9	1	3	-7	1	-4
Cc1[nH]c2ccccc2c1C(=O)COC(=O)c1ccc[n+]([O-])c1	-2	6	9	13	1	8	-3	-5	-2
COc1ccccc1-c1nn2c(C3COc4ccccc4O3)nnc2s1 (stereo not given)	-6	2	-3	50	-1	-36	-2	-5	-3
COC(=O)N/N=C\C=C\c1ccc2c(c1)OCO2	10	9	30	-3	3	-92	-3	-7	-6
COc1cccc(NC(=O)/C=C/c2ccc([N+](=O)[O-])cc2)c1	51*	38	75*	43	-6	11	-12	23	-5
COc1cc(/C=N/NC(=O)c2ccc(=O)[nH]n2)ccc1O	-1	5	3	4	1	12	3	-5	0.0*
Cc1ccc(-n2ncc3c(=O)n(CC(=O)N4CCN(c5ccccc5)CC4)cnc32)cc1	11	-2	-5	-3	-39	-42	18	1	-2
CCCn1nnnc1NCc1cccc(Cl)c1	-5	7	2	4	1	-2	2	-3	-3
COc1ccc(N2CCN(Cc3cc(=O)oc4cc(C)c(Cl)cc34)CC2)cc1	7	2	-2	-6	0	-1	-5	-2	-1

Pulled by structure from above:
SMILES	SENP8 block-1	SENP7 inh	SENP6 block	PfG6PD inh	SENP1 FRET inh	SENP8 block-2	UBC13 inh	HKDC1 inh	beta cell repl
COc1cc(/C=N/NC(=O)c2ccc(=O)[nH]n2)ccc1O	-1	5	3	4	1	12	3	-5	0.0*
Cc1[nH]c2ccccc2c1C(=O)COC(=O)c1ccc[n+]([O-])c1	-2	6	9	13	1	8	-3	-5	-2
Cc1ccc(C)c2[nH]c(=O)c(CCNC(=O)c3ccc(Br)o3)cc12	-4	7	-7	17	2	-49	5	10	-3
COc1ccccc1-c1nn2c(C3COc4ccccc4O3)nnc2s1 (stereo not given)	-6	2	-3	50	-1	-36	-2	-5	-3
O=C(OCc1nnc(-c2ccccc2)o1)C1CCN(C(=O)c2ccc(Cl)cc2)CC1	-2	-3	-3	-9	1	3	-7	1	-4
COc1cccc(NC(=O)/C=C/c2ccc([N+](=O)[O-])cc2)c1	51*	38	75*	43	-6	11	-12	23	-5

The results go on.
SMILES	SENP8 block-1	SENP7 inh	SENP6 block	PfG6PD inh	SENP1 FRET inh	SENP8 block-2	UBC13 inh	HKDC1 inh	beta cell repl
Cc1ccccc1C(=O)NC(=S)NCCN1CCOCC1	-8	-4	-22	0	2	9	-20	-9	-2
COc1ccc(OC)c(N(CC(=O)Nc2ccccc2F)S(=O)(=O)c2ccccc2)c1	3	4	-2	13	2	8	1	1	-4
COc1ccc(OC)c(C2N(c3cc(C)on3)C(=O)C3CCCN32)c1 (stereo not given)	-10	-3	-13	-8	-2	-84	6	-2	2
Cc1ccc(C)c(NC(=O)c2ccc3ccccc3n2)c1	91*	97*	97*	18	2	24	1	8	-1
CC(C)CN(C)C(=O)CCc1nnc(Cc2cccc(C(F)(F)F)c2)o1	-10	-6	-29	8	-1	7	-5	-9	-4
Fc1cc(NCc2ccccc2)nc(NCc2ccccc2)n1	-5	4	-10	-1	-5	5	0	19	-1
Cn1c(SCC(=O)c2ccccc2)nnc1-c1ccco1	-8	-5	-7	-1	-1	13	-4	-3	-3
Cc1cc(C)n(C(=O)c2c([N+](=O)[O-])c(C)nn2C)n1	-1	7	1	-6	0	12	0	-5	1
O=C(COc1ccc(Br)cc1)Nc1ccc(CN2CCOCC2)cc1	3	10	-8	-8	1	1	0	-2	1
CCCc1cc(C(=O)N2CCCC(C(=O)c3cc(C)c(OC)c(C)c3)C2)n(C)n1 (stereo not given)	1	-9	-3	-3	1	9	-8	-1	-4
Cc1ccc(C(C)(C)C)cc1S(=O)(=O)Nc1nc2ccccc2nc1Cl	-8	-4	-14	-33	-2	-99	-3	9	-4
CN1CCc2nc(SCc3ccc(C(C)(C)C)cc3)c(C#N)cc2C1	-3	2	-19	27	-25	-281	27	-2	-4
CC1CN(C(=S)Nc2ccc(SC(F)F)cc2)CC(C)O1 (stereo not given)	2	8	5	14	6	9	-1	-1	4
COCCCNC(=S)NCCNc1nc2c(C)c(C)ccc2cc1C#N	/	/	/	9	-165	-380	/	2	/
Cc1cc(O)c(Oc2cc(C)cc(O)c2O)c(O)c1	-8	1	-2	49	-2	32	2	5	-6
CCc1cccc(NC(=O)c2cccc3c2C(=O)N(CC2CCCO2)C3)c1 (stereo not given)	-10	-3	6	14	1	8	-4	-2	4
COc1ccc(Cl)cc1NC(=O)CSc1nc(=O)n(CCN(C)C)c2c1CCCC2	-5	4	-9	14	-1	16	5	-2	-1
O=C(OCC1CC(c2ccccc2)=NO1)c1ccc(Br)cc1 (stereo not given)	6	3	3	2	2	9	7	-6	0
O=C(Nc1ccc(Br)cc1)c1cccnc1N1CCOCC1	-5	1	-2	10	0	6	7	-10	-1
O=C1c2cccc([N+](=O)[O-])c2C(=O)N1c1c[nH]c(=O)[nH]c1=O	3	4	-12	-12	-3	23	2	8	-3
COCCCNc1nc(N)c([N+](=O)[O-])c(Nc2cc(OC)ccc2OC)n1	-4	-2	0	-5	1	24	-6	-1	0
COc1cccc(NC(=O)c2ccccc2N(Cc2ccccc2)S(C)(=O)=O)c1	1	1	12	2	2	15	9	-7	-1
CCOc1ccccc1C(=O)NCC(=O)OCC(=O)N1CCCC1	5	6	-4	4	1	3	-1	-9	-3
COc1ccc(-c2cc(C(F)(F)F)n3ncc(C(=O)Nc4c(C)n(C)n(-c5ccccc5)c4=O)c3n2)cc1	-6	4	-12	/	/	/	-8	/	-1
COc1ccc(C(=O)/C=C/Nc2ccc(S(=O)(=O)Nc3nc(C)cc(C)n3)cc2)cc1OC	1	2	1	-15	-26	-337	-2	-4	-2
O=C(Nc1ccc(F)cc1)c1cccc2c1C(=O)N(Cc1ccccn1)C2	-10	8	-12	-2	-1	-12	0	0	2
Cc1cc(NC(=O)CCC(=O)N(CC(=O)NC2CCCC2)c2cccc(C)c2C)no1	2	4	-20	15	2	15	-2	7	-3
CCc1cccc(OCC(=O)Nc2cc(Cl)ccc2-n2cncn2)c1	3	4	-3	-2	-13	-11	14	2	8
NNC(=O)C1SCCN1S(=O)(=O)c1ccc(Cl)cc1 (stereo not given)	3	3	3	1	1	9	-2	-4	-2
Cc1cccc(C)c1NC(=O)c1nc(S(=O)(=O)Cc2ccccc2)ncc1Cl	-4	10	-12	28	3	14	-8	2	-7
Cc1cc(F)ccc1NC(=O)Nc1ccc2c(c1)OCO2	-22	18	-5	-1	3	3	-4	-9	-5
CC1CN(S(=O)(=O)c2cccc(C(=O)Nc3ccc(S(=O)(=O)Nc4ncccn4)cc3)c2)CC(C)O1 (stereo not given)	/	/	/	-3	2	-2	/	-7	/
O=S(=O)(N1CCCCC1)N1CCCN(S(=O)(=O)N2CCCCC2)CC1	8	6	5	-8	0	16	3	3	-2
COc1ccc(-c2csc(NC(=O)c3c(C)noc3C)n2)cc1F	-7	-8	-14	21	-1	2	6	0	-1
COc1cccc(C(=O)Cn2c(=O)n(CC3CCCO3)c(=O)c3ccccc32)c1 (stereo not given)	-2	4	12	8	1	16	-6	-6	4
CCCN1C2CCCC1CC(NC(=O)c1ccc(F)cc1)C2 (stereo not given)	-3	5	3	-13	0	7	-3	-5	-4
COCCNC(=O)CN(Cc1ccc(F)cc1)C(=O)CCC(=O)Nc1nccs1	1	3	-2	-16	3	11	-4	5	1
Cc1ccc2[nH]c(O)c(N=NC(=O)CCc3ccccc3)c2c1Br	-8	2	-6	19	0	21	4	-10	-5
Cc1cc(C(=O)Nc2c(C)nn(Cc3ccccc3Cl)c2C)no1	6	8	3	-13	0	14	-1	-2	-3
CC(=O)N(CCCCl)C(C#N)c1ccccc1 (stereo not given)	-5	-4	-2	-7	1	12	-9	2	-2
COc1ccc(Cl)cc1C(=O)Nc1nnn(C)n1	4	2	-5	-11	0	-5	2	-1	-3
CCc1c(C)nc(N2CCN(c3ccc(Cl)cc3)CC2)[nH]c1=O	-4	3	5	8	0	14	-34	-5	-1
CC(NC(=O)c1ccc(Cl)cc1)C(=O)N1CCCCC1 (stereo not given)	-16	-8	-22	0	1	13	-2	-7	-2
Cn1nnc2cc(C(=O)Nc3ccccc3)ccc21	-17	-10	-12	-2	0	12	-2	-7	2
COc1cc(/C=N/n2nnnc2N)ccc1OC(C)=O	-9	4	2	-23	-21	-24	-8	-5	0
CCOC(=O)c1c(C)n(-c2ccc(C)cc2)c2c(C(C(C)=O)C(=O)O)c(Br)c(O)c(O)c12 (stereo not given)	1	8	2	105*	-4	3	-19	11	-4
C#CCOCCOCCOCCNc1nc(N2CCN(C(=O)Cn3cc(CCCCN)nn3)CC2)nc(N2CCN(C(=O)[C@H](C(C)C)n3cc(CCO)nn3)CC2)n1	-1	-1	0	5	3	6	6	3	-2
Cc1cc(Br)ccc1NC(=O)C1CCCO1 (stereo not given)	-7	5	8	-4	1	8	-3	-11	-2
COc1ccc(C(=O)NC(=S)NC(C)(C)C)cc1Br	-8	-31	-24	4	2	14	3	-4	-3
Cc1ccccc1/C=N/Nc1ccc(Cl)nn1	-6	8	-2	2	-2	-46	-2	1	1
Next results:
SMILES	SENP8 block-1	SENP7 inh	SENP6 block	PfG6PD inh	SENP1 FRET inh	SENP8 block-2	UBC13 inh	HKDC1 inh	beta cell repl
COc1ccc(NC(=O)COc2ccc3c(c2)CCC3)cc1S(N)(=O)=O	5	-6	0	4	-3	-3	1	-1	-4
COC(=O)CN(c1ccc(Cl)cc1C)S(C)(=O)=O	6	0	-13	-7	1	12	5	-3	-1
O=C(Nc1ccc(O)c(-c2nc3ccccc3s2)c1)c1cc(=O)c2ccccc2o1	5	3	-6	-20	11	24	-13	6	-3
O=C(O)c1ccccc1C(=O)NCCc1c(C(=O)O)[nH]c2ccc(Cl)cc12	2	12	8	-19	1	9	-5	8	-1
CC(=O)Nc1ccc(NS(C)(=O)=O)cc1	6	9	-1	-10	-1	5	1	-5	1
O=C(c1cc(-c2ccccc2O)on1)N1CCc2ccccc2C1	-3	14	2	-5	1	10	5	-2	-6
COc1ccc(S(=O)(=O)N(CCCN2CCOCC2)Cc2cccc3ccccc23)cc1	-6	1	-17	12	0	18	5	0	-1
CCCOC(=O)c1cc(NC(=O)/C=C/c2ccccc2)ccc1O	-11	-14	-22	/	-89	2	-12	/	-3
Cc1ccc(NS(=O)(=O)c2cccc(C(=O)NCC(c3ccc(F)cc3)N3CCOCC3)c2)cc1 (stereo not given)	1	-3	3	-3	3	-3	-4	-6	-4
CCN1C(=O)S/C(=C/c2ccc(Oc3ccc([N+](=O)[O-])cn3)c(OC)c2)C1=O	-11	-7	-4	-1	-2	10	-20	19	-2
CC(NC(=O)c1ccc(Cl)c(Cl)c1)c1ccc(-c2ccccc2)cc1 (stereo not given)	3	-8	5	-3	2	12	3	-5	-6
CCOc1ccc(CCNC(=O)CS(=O)Cc2nc(-c3ccccc3Cl)oc2C)cc1OCC (stereo not given)	8	1	-10	-2	-1	2	-7	-2	2
CCCNC(=O)c1cc(-c2ccccc2)c(N2CCCCC2)s1	4	-2	-14	1	-1	-19	2	-11	0
CCN1C(=O)[C@H]2[C@@H](c3ccc(-c4ccc(F)cc4)cc3)N[C@@](CC(C)C)(C(=O)OC)[C@H]2C1=O	2	-3	-22	3	4	19	5	5	-8
C=CCn1cccc(C(=O)Nc2ccc(Cl)cc2)c1=O	-8	-3	-2	2	-1	2	3	-5	-1
